Bioassay records: PubChem BioAssay, several laboratories
Myeloid diff MLP: induction of myeloid progenitor differentiation, primary screen, cell-based, flow cytometry, MLPCN library; calls only at 10 µM; actives 1% (n = 360,000); ER-HoxA9 myeloid progenitors, lysozyme-GFP differentiation;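 active = normalized GFP-positive differentiation at or above the plate's own cutoff, the solvent-only control mean plus 3 SD; inconclusive = no clear call, values can overlap the other calls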;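 also: cells exposed to compound for four days before flow analysis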
GPR55 beta-arrestin: GPR55 agonists via beta-arrestin recruitment, primary screen, imaging, U2OS cells, beta-arrestin-GFP redistribution (AID 1961). activation, % at 10 µM, or EC50 in µM where a hit was titrated. U2OS GPR55 beta-arrestin-GFP redistribution imaging; higher % means a stronger effect. actives 0.048% (n = 290,000). G-protein coupled receptor 55 (Homo sapiens);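 active = activation above 40% with more than 50 cells counted in the well; inconclusive = wells holding fewer than 50 cells, flagged as toxic or sparse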;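 also: U2OS osteosarcoma cells stably expressing GPR55 and beta-arrestin-GFP; plate controls were DMSO negative control for no effect and LPI positive control for full effect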
NOD1 inhibition: NOD1 signaling inhibitors, primary screen, cell-based, luminescence, uHTS (AID 1578); NOD1-driven NF-kB luciferase reporter cells, luminescence; higher % means a stronger effect; one-dose inhibition, % at 4 µM; EC50 in µM for titrated hits; actives 1% (n = 290,000); in the data active = inhibition mostly above about 36%, no sharp cut-off; inactive = mostly below about 34%;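 also: HEK-293T reporter cells stimulated with the NOD1 agonist gamma-tri-DAP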
GPR55 LPI antagonism: GPR55 antagonists blocking LPI-driven arrestin recruitment, primary screen, imaging, U2OS, beta-arrestin-GFP, LPI agonist (AID 2013). G-protein coupled receptor 55 (Homo sapiens). U2OS GPR55 beta-arrestin-GFP translocation imaging, LPI antagonism; higher % means a stronger effect. inhibition, % at 10 µM; hits with a dose series show IC50 in µM. actives 0.13% (n = 290,000);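 active = spots per cell inhibited over 60%, with over 100 cells counted and total cytoplasm intensity under 500,000; inconclusive = wells with under 100 cells, flagged as likely toxic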;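 also: U2OS cells stably carrying GPR55 and arrestin-GFP stimulated by 5 µM LPI near EC80; imaged beta-arrestin-GFP aggregate spots per cell after agonist stimulation; plate controls were LPI-stimulated DMSO wells for no effect and DMSO wells without LPI for full effect; some results filed as inactive read as strong as hits; confirmed hits need IC50 under 10 µM and bright autofluorescent wells are also inconclusive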
HIV fusion peptide: inhibitors of HIV fusion peptide binding, primary screen, biochemical, uHTS, fluorescence dequenching (AID 1986); cell-free peptide binding, fluorescence dequenching, 30 min; higher % means a stronger effect; inhibition, % at 20 µM; hits with a dose series show IC50 in µM; actives 0.3% (n = 290,000); in the data active = inhibition mostly above about 52%, no sharp cut-off; inactive = mostly below about 76%; also: some results filed as inactive read as strong as hits
KOR beta-arrestin-1: KOR agonists, beta-arrestin recruitment, primary screen, cell-based, luminescence, uHTS (AID 1777). Kappa-type opioid receptor (Homo sapiens). KOR beta-arrestin recruitment, luminescence; higher % means a stronger effect. activation, % at 10 µM; hits with a dose series show EC50 in µM. actives 0.02% (n = 280,000); in the data active = activation above about 50%, passing the limit was not always enough; also: a part of the inactive calls stands beside numbers as strong as those of hits
KOR beta-arrestin-2: KOR antagonists, beta-arrestin recruitment, cell-based, luminescence, uHTS (AID 1778) | Kappa-type opioid receptor (Homo sapiens) | actives 0.091% (n = 290,000) | inhibition, % at 10 µM, or IC50 in µM where a hit was titrated | KOR beta-arrestin recruitment, luminescence, antagonist mode; higher % means a stronger effect; also: strong numbers were not always called active
HEK293 NOD2/NF-kB: NOD2 signaling inhibitors, cell-based, luminescence, uHTS, HEK293 (AID 1566); HEK293 NOD2/NF-kB luciferase reporter, luminescence; higher % means a stronger effect; one-dose inhibition, % at 4 µM; EC50 in µM for titrated hits; actives 0.63% (n = 290,000); also: many of its hits are not listed in these tables
GPR35 arrestin U2OS: GPR35 antagonists blocking zaprinast-driven arrestin recruitment, primary screen, imaging, U2OS, beta-arrestin-GFP, zaprinast agonist (AID 2058); G-protein coupled receptor 35 (Homo sapiens); U2OS GPR35 beta-arrestin-GFP translocation imaging, zaprinast antagonism; higher % means a stronger effect; inhibition, % at 10 µM, or IC50 in µM where a hit was titrated; actives 0.052% (n = 290,000);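 active = inhibition of at least 50% with at least 30 cells and total cytoplasm GFP at most 10,000,000; inconclusive = under 30 cells or total GFP of 10,000,000 plus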
Myeloid diff MLP GFP+ MAC1+ %: second read-out of Myeloid diff MLP, no call of its own (marks repeat the call); GFP+ MAC1+ double positive, %; measured here: differentiation confirmed by MAC1 staining
An asterisk follows results filed as active; i = inactive; ? = inconclusive; · = not tested or not shown; [ ] = another dose, or the depositor's remark. Rule as the data show it, unless noted: active = inhibition above about 50%; inactive = the rest. The list is partial; the hit share may differ from the screen's.

SMILES	Myeloid diff MLP	Myeloid diff MLP GFP+ MAC1+ %	GPR55 beta-arrestin	NOD1 inhibition	GPR55 LPI antagonism	HIV fusion peptide	KOR beta-arrestin-1	KOR beta-arrestin-2	HEK293 NOD2/NF-kB	GPR35 arrestin U2OS
COc1ccc(C(=O)NC(=O)COC(=O)c2ccc3ncsc3c2)cc1	·	·	-0.3%	-24%	4%	-2.3%	0.3%	12%	1%	-8%
COc1ccc(C2=NS(=O)(=O)N(C)C(C(=O)NCc3ccc4c(c3)OCO4)=C2)cc1	i	1.8	-0.1%	-3%	-4%	-3.2%	-3.0%	-9%[20 µM]	-10%	-5%
COc1ccc(OC)c(C(=O)c2coc3ccc(OC)cc23)c1	i	1.4	-0.3%	-4%	4%	-1.1%	-1.8%	-4%	10%	1%
COC(=O)c1sc(N)c(C(=O)OC)c1CSc1nc2sc3c(c2c(=O)n1C)CCC3	i	0.6	0.4%	6%	-6%	3.8%	-4.0%	-22%	10%	-2%
Cc1ccc(S(=O)(=O)Nc2c(C)nc3nc[nH]n3c2=O)c(C)c1	i	0.2	-0.7%	-15%	12%	1.1%	-3.7%	3%	20%	5%
Cn1c(SCCN2CCCCC2)nnc1-c1ccccc1Br	i	1.2	0.2%	-28%	1%	4.5%	2.5%	-10%	-10%	3%
CCn1cc(CNC(=O)C2C3CCC(C3)C2C(=O)O)cn1 (stereo unspecified)	i	0.5	0.7%	17%	-27%	1.7%	6.1%	-30%	-1%	-12%
O=C(NCCOc1ccc(F)cc1)C1CCC(=O)N(CCCN2CCCC2=O)C1 (stereo unspecified)	i	1.3	-0.2%	-11%	-6%	-0.2%	0.1%	-37%	-11%	2%
CCN(CC)S(=O)(=O)c1ccc(N2CCOCC2)c(NC(=O)C2CSC3(C)CCC(=O)N23)c1 (stereo unspecified)	i	5.4	0.3%	-10%	8%	-1.1%	-1.7%	17%	3%	-12%
CCOC(=O)c1c(-c2ccc(C)o2)csc1N	i	0.9	-0.2%	-2%	6%	0.8%	-13%	15%	-5%	10%
COC(=O)c1cc(C(=O)Nc2nnc(CC(C)C)s2)cc([N+](=O)[O-])c1	i	0.3	0.0%	2%	5%	3.1%	0.6%	7%	13%	9%
Cc1cccc(NS(=O)(=O)c2ccc(NS(=O)(=O)c3cccs3)cc2)c1	i	1.2	-0.2%	-11%	-2%	5.1%	-1.0%	-19%	0%	4%
Cn1cccc1Cc1nnc(SCC(=O)Nc2ccc(F)cc2)n1-c1ccc(F)cc1	i	7.6	-0.1%	52%	-1%	1.3%	-1.9%	1%	-2%	0%
COc1cccc2cc(C(=O)NCc3ccc(C)cc3)c(=N)oc12	i	1.0	-0.1%	18%	21%	-3.4%	4.8%	-7%	18%	-3%
COCCOC(=O)c1c(C)nc(SCC(=O)Nc2cccc3ccccc23)c(C#N)c1-c1ccco1	i	0.3	0.0%	5%	4%	3.0%	0.9%	14%	8%	-7%
CCn1c(SCC(=O)Nc2ccc3c(c2)OCCO3)nnc1C(C)C	i	4.0	0.2%	-14%	8%	-1.7%	-5.8%	-10%	-4%	1%
Cc1csc(NC(=O)c2nc3nccc(C)n3n2)n1	i	0.4	-0.1%	-18%	5%	0.0%	-2.6%	-26%	-27%	5%
Cc1cc(C(=O)COC(=O)c2cc(O)c3ccccc3c2O)c(C)n1CC1CCCO1 (stereo unspecified)	i	0.4	-0.2%	-29%	-26%	47%	4.8%	1%	11%	-9%
c1ccc(N(c2ccccc2)c2nc(N3CCOCC3)nc(N3CCOCC3)n2)cc1	·	·	-0.3%	5%	8%	-0.9%	2.9%	1%	10%	5%
COc1cc(-c2nc3ccccn3c2N)ccc1O	i	0.6	0.2%	-27%	-2%	-2.4%	-6.1%	-3%[20 µM]	3%	-16%
O=C(Cn1c(=O)[nH]c2ccccc2c1=O)Nc1cccnc1	i	0.8	0.2%	-10%	-8%	2.1%	-2.4%	-3%	5%	24%
Cc1ccsc1-c1n[nH]c(=S)n1CC(C)C	i	0.5	-0.3%	-1%	5%	-1.8%	-5.7%	-5%	7%	-5%
CC1CCCCN1C(=O)CSc1nnc(CSc2ncccn2)n1C (stereo unspecified)	i	2.1	-0.1%	0%	-6%	-0.7%	1.1%	-1%	-10%	8%
CC(=O)N1CCN(c2ccc(NCc3cccc4ccccc34)cc2)CC1	i	0.4	-0.1%	-25%	-4%	-3.1%	-8.7%	15%[20 µM]	-10%	12%
CCOc1ccc2oc(C(=O)NC3CCN(Cc4ccccc4)CC3)c(C)c2c1	i	0.9	-0.3%	-4%	11%	0.3%	0.9%	-20%	18%	1%
Cc1ccc(C(=O)Oc2ccc(-c3nccc(-c4ccccn4)n3)cc2)cc1	i	0.4	-0.3%	-12%	2%	-2.0%	1.9%	-25%	8%	3%
C/C(=N\Nc1ccc([N+](=O)[O-])cc1[N+](=O)[O-])c1cccnc1	i	0.5	-0.1%	-10%	7%	-1.3%	3.7%	-13%	4%	-1%
CCNS(=O)(=O)c1ccc2nc(NC(=O)/C=C/c3cc(OC)c(OC)c(OC)c3)sc2c1	i	0.2	-0.2%	-17%	-1%	-1.1%	3.6%	-76%	2%	-21%
COc1cc(C2C(=O)c3ccccc3C2=O)ccc1O	i	0.0	-0.1%	-13%	-16%	-2.8%	-0.2%	-69%[20 µM]	13%	1%
CN(C)CC(=O)Nc1ccc(Oc2ccc(Cl)cc2)cc1	i	0.5	-0.1%	-23%	10%	-0.6%	0.0%	-18%[20 µM]	14%	-9%
CCc1c(C)nc2ncnn2c1N1CCN(S(=O)(=O)c2ccc(OC)cc2)CC1	i	0.0	0.2%	51%	0%	-1.3%	·	-22%[20 µM]	37%	4%
CN1CC(=O)N/C1=N\C(=O)Nc1ccc2c(c1)N(C)C(=O)CS2	i	5.5	-0.2%	-14%	5%	-3.8%	6.3%	-29%	-3%	-10%
COc1cccc(-c2coc3c(C)c4oc(=O)c(CC(=O)O)c(C)c4cc23)c1	i	0.2	0.0%	8%	7%	18%	-5.3%	-23%	37%	9%
O=C(c1cccnc1)N1N=C2CCCCCC2C1(O)C(F)(F)F (stereo unspecified)	i	0.5	0.3%	-27%	3%	1.4%	-3.8%	0%[20 µM]	8%	-2%
COC(=O)c1ccccc1S(=O)(=O)N1Cc2cc([N+](=O)[O-])ccc2Oc2ccccc21	i	0.3	0.3%	4%	7%	-2.8%	-0.3%	-30%	-4%	6%
O=C(NCc1ccccc1)c1c[nH]c2cc3c(cc2c1=O)OCCO3	i	1.8	0.6%	-28%	5%	-1.8%	-5.3%	-1%	-45%	-9%
CCOC(=O)c1cnc(-n2[nH]c(C)cc2=O)[nH]c1=O	i	0.2	0.6%	-44%	-4%	25%	2.6%	-26%	-5%	-12%
O=C(Cn1cnc2ccccc21)N/N=C/c1ccccc1	i	0.2	1.3%	-25%	-17%	-2.1%	·	·	18%	-8%
CN(C)S(=O)(=O)c1ccc(Nc2nc(C3CC3)nc3c2nnn3Cc2ccccc2Cl)cc1	?	·	1.7%	68%	1%	1.1%	-4.4%	-11%	59%*	-15%
O=C(NC(=S)N1CCN(C/C=C/c2ccccc2)CC1)c1ccco1	i	0.7	0.3%	-24%	6%	-0.9%	-3.8%	-28%[20 µM]	5%	-11%
CC(C)=CCC(C)(C)C1OCCN1C(=O)Nc1ccccc1 (stereo unspecified)	i	1.2	-0.3%	2%	4%	-0.7%	1.0%	24%	13%	14%
COC(=O)c1ccc(NC(=O)CO/N=C2\CCCc3nonc32)cc1	i	0.3	0.0%	-32%	0%	-0.3%	-5.7%	1%	18%	-6%
O=C(CC12CC3CC(CC(C3)C1)C2)N1CCOCC1	i	1.7	-0.1%	-12%	3%	0.7%	-3.3%	-5%	9%	0%
Cc1ccccc1C(=O)N1CCC(C(=O)NCCc2ccc(S(N)(=O)=O)cc2)CC1	i	3.1	-0.2%	-18%	14%	-1.2%	-3.2%	-4%	18%	-6%
O=C(CN1CCOCCOCCN(CC(=O)Nc2ccccc2)CCOCC1)Nc1ccccc1	i	2.7	0.2%	0%	0%	1.1%	14%	14%	2%	-6%
O=C(c1cccc(COc2cccc3ccccc23)c1)N1CCCC1	i	1.3	0.2%	-14%	-4%	-0.4%	-2.2%	12%	11%	39%
COc1ccc([N+](=O)[O-])cc1C(=O)Nc1ccc(Cc2ccncc2)cc1	i	0.7	-0.2%	-58%	-8%	-2.0%	·	12%	-135%	4%
CNC(=O)c1ccc(Nc2nnc(-c3ccc(C)c(S(=O)(=O)NCC4CCCO4)c3)c3ccccc23)cc1 (stereo unspecified)	i	0.1	-0.3%	-22%	-13%	-1.3%	2.0%	-1%	12%	-16%
COc1ccc(N2CCN(C(=O)c3cc4c(C)nc5ccccc5c4o3)CC2)cc1	i	3.5	-0.1%	-2%	-23%	-1.8%	2.6%	-65%	40%	12%
COc1ccc(OC)c(S(=O)(=O)N2CCCC(C(=O)NCc3cccnc3)C2)c1 (stereo unspecified)	i	0.4	-0.2%	-22%	-4%	1.2%	1.4%	5%	3%	-4%
COC(=O)C1=C(C)NC(=O)/C1=C/c1ccc(CNS(=O)(=O)c2ccc(C)cc2)o1	·	·	0.4%	-12%	11%	3.8%	-6.5%	-3%	20%	12%
O=[N+]([O-])c1ccc(OCCOc2ccccc2/C=N/n2cnnc2)cc1	i	0.2	0.2%	12%	5%	-2.5%	-2.2%	-17%[20 µM]	-24%	10%
COCCn1nnnc1C(C(C)C)N(Cc1cccnc1)Cc1cc2cc(OC)ccc2[nH]c1=O (stereo unspecified)	i	0.9	-0.1%	-14%	-4%	-1.8%	-6.7%	22%	7%	-1%
